Compound activity as filed in PubChem BioAssay.
PRMT1 inh = blocks human protein arginine methyltransferase 1; hit rate 1.3% among 370,000; inhibition, % at 2.79 µM; recombinant PRMT1, activity-based probe fluorescence polarization; Q99873; AID 652257;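 active = inhibition above about 21% made by adding two undisclosed values, limit read from the data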
rCAG binder = binds r(CAG) RNA repeats; r(CAG) RNA repeat, TO-PRO-1 dye displacement fluorescence; inhibition, % at 3 µM; hit rate 1.3% among 370,000;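 active = inhibition above the plate cutoff, the mean of all test compounds on that plate plus 3 SD, cut at about 35% in these data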;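 also: 0% = DMSO alone and 100% = 100 µM mitoxantrone as full dye displacement; higher means more dye released from RNA so lower well fluorescence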
HTRA1 inhibitor = HTRA1 (human) protease inhibition; Q92743; recombinant HTRA1, FP-rhodamine activity-based probe, fluorescence polarization; inhibition, % at 5.96 µM; hit rate 0.5% among 340,000; in the data active = inhibition above about 36%;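 also: 0% = enzyme with DMSO and 100% = wells lacking enzyme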
TCR-CD3 inh = inhibitors of human TCR-CD3 interaction. TAMRA-labeled TCR probe fluorescence, biochemical. inhibition, % at 9.4 µM. hit rate 0.37% among 360,000. AID 651800; in the data active = inhibition above about 19%;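 also: recombinant mutant TCR 2C K166C tagged with TAMRA read by polarization; 0% = receptor in buffer alone and 100% = receptor with positive control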
NPR1 activator = GC-A (human) enzyme activation; activation, % at 10 µM; P16066; HEK293 GC-A cells, cGMP TR-FRET, EC30 ANP; 0% at EC30 ANP, 100% saturating ANP; hit rate 0.14% among 370,000; AID 1671463; in the data active = activation above about 40%
mABHD4 FP = inhibits mouse alpha/beta hydrolase domain 4 | Q8VD66 | purified mABHD4, FP-Rh probe fluorescence polarization | inhibition, % at 8.92 µM | hit rate 0.54% among 370,000;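 active = inhibition exceeding the mean over every tested compound plus 3 SD, cut at about 30% in these data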;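 also: 0% = plate median of compound wells and 100% = S159A mutant with DMSO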
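Assay system: wild-type mouse ABHD4 protein; compound: single nominal dose of 8.92 µM, 0.89% DMSO final; schedule: 45 min + 60 min at 25 °C; measured by: FP readout, ex 525 nm / em 598 nm; evaluation: % inhibition of FP-Rh probe binding versus controls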
MBD2 DNA inh = blocks human MBD2 binding to methylated DNA. Q9UBB5. TR-FRET, MBD2 binding to methylated oligonucleotide. inhibition, % at 4.4 µM. hit rate 0.31% among 370,000; in the data active = inhibition above about 13%
NPR2 activator = GC-B (human) receptor activation. activation, % at 10 µM. HEK293-GC-B cells, CNP EC30, cGMP TR-FRET; 0% at EC30 CNP, 100% saturating CNP. AID 1920062. hit rate 0.11% among 370,000;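 active = activation at 10 µM reaching about 35% in either raw or pattern-adjusted values, limit read from the data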
Target sequence (P20594 whole entry, looked up): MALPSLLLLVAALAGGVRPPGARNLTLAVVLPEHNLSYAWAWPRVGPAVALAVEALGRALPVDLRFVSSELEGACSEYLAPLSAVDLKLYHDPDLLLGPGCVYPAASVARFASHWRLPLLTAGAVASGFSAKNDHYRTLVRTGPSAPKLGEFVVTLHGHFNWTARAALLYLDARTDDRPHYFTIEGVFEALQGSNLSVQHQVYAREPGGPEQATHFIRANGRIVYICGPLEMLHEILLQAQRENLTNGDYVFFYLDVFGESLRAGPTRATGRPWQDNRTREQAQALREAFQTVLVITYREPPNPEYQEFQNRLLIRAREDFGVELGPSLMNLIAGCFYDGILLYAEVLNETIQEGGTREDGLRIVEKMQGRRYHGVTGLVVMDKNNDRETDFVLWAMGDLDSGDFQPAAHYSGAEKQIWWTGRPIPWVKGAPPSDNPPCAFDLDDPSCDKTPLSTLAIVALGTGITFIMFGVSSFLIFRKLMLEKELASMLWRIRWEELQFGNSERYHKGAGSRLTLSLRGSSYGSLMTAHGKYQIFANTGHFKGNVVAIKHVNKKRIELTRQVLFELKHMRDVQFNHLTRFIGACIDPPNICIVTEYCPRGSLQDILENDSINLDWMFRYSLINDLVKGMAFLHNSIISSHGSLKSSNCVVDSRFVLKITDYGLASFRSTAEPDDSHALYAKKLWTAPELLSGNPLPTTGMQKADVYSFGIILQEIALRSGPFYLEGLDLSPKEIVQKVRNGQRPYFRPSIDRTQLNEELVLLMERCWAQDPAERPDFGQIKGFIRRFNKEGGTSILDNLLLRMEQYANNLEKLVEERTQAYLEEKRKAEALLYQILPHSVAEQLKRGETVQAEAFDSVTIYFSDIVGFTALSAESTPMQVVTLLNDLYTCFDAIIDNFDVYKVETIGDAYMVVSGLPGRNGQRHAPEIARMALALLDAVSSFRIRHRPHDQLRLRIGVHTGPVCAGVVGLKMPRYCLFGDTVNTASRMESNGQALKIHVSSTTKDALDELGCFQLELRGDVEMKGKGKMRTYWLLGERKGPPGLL
UHRF1 MBD2 ctr = blocks human UHRF1 binding to methylated DNA; UHRF1 binding to methylated oligo, TR-FRET; inhibition, % at 4.4 µM; hit rate 0.75% among 370,000; in the data active = inhibition above about 21%;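 also: UHRF1 SRA domain binding a hemimethylated CpG hairpin DNA probe; 0% = median of test compound wells and 100% = reference inhibitor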
SIAE primary = blocks human sialic acid acetylesterase. Q9HAT2. SIAE FP-Rh probe binding, fluorescence polarization. inhibition, % at 9.66 µM. hit rate 0.69% among 370,000;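 active = inhibition above a cutoff: mean of compounds within the control limits plus 3 SD of those, cut at about 17% in these data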;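 also: 0% = plate median of compound wells and 100% = probe without SIAE protein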
An asterisk follows results filed as active; . = no result given. A portion of the library (hit frequency here may not be typical).

Results follow in this order: PRMT1 inh, rCAG binder, HTRA1 inhibitor, TCR-CD3 inh, NPR1 activator, mABHD4 FP, MBD2 DNA inh, NPR2 activator, UHRF1 MBD2 ctr, SIAE primary
O=C(CSc1ccccc1C(=O)O)c1ccc(Cl)cc1
    5, 2, 0, 6, -3, 8, -2, -2, 1, 1
CCCn1c(N)c(N(CCOC)C(=O)CSCC(=O)Nc2ccc(OC)cc2)c(=O)[nH]c1=O
    5, 1, 3, 1, 2, -2, 5, 0, 3, 7
O=C(CN(c1ccc(F)cc1)S(=O)(=O)c1ccc2c(c1)OCCO2)N1CCOCC1
    2, 0, -6, -2, -3, 0, 2, -1, 1, -1
Cc1cccc(OCC(=O)OC2CCN(C)CC2)c1
    2, 7, 0, -2, 3, -7, -2, 1, 1, -2
Cc1nc(C)c(C(=O)N/N=C/c2ccco2)s1
    -2, 0, 6, -11, 1, -2, -1, 0, -2, 0
COc1ccc(CNS(=O)(=O)c2cc(Cl)ccc2N2CC[C@@H](O)C2)cc1
    -1, 4, ., 2, -15, -6, -6, -10, -4, 2
COc1ccc(NC(NC(=O)c2cccnc2)C(Cl)(Cl)Cl)cc1 (stereo unspecified)
    0, 2, ., 1, -3, 2, -6, 3, -4, 6
CCNc1nc(NCC)n2c(SCC(=O)Nc3ccccc3OC(F)F)nnc2n1
    -3, 1, -9, 3, -5, 4, 0, -4, 2, -5
Cc1ccc(NC(=O)CN2C(=O)CSc3ccc(S(=O)(=O)N4CCCCC4)cc32)cc1
    -1, 9, -23, 9, -1, 0, -7, -4, -3, -9
C/C(=N\NC(=O)c1c(C)nc2ccccn12)c1ccc(C(C)(C)C)cc1
    0, -4, 7, -4, -6, 4, 3, 0, -1, 4
CCn1c(Cc2ccc(OC)cc2)nc2ccccc21
    -3, -3, 6, 6, 1, 5, -4, 1, -1, 4
COc1ccc(OC)c(CN2CCC(CO)(CCOc3ccccc3)CC2)c1
    -3, -8, 3, 6, -6, 9, 1, -6, 0, -2
CCOc1ccc(S(=O)(=O)NCCC(=O)NCCc2ccc(OCC)c(OCC)c2)cc1
    1, -7, -1, 7, 1, 6, -1, -2, 0, -5
O=C(NCc1ccccc1F)c1cccc(S(=O)(=O)NCc2ccccc2)c1
    6, 0, -4, -2, -1, -6, 1, 10, 1, 1
COc1ccc(NC(=O)CCC(=O)NCCO)cc1
    2, 0, 9, 6, 1, -1, -7, 2, 0, 3
Cc1ccc(N(C(=O)c2csnn2)C(C(=O)NC2CCCC2)c2ccccn2)cc1 (stereo unspecified)
    -1, 1, 2, 8, -7, -3, -3, -7, -2, 4
CCCCON1C(=O)c2cccc3cccc(c23)C1=O
    -2, 0, -6, 3, 6, -5, -4, 3, -5, -3
Brc1ccc(-c2nnc3n2CCCCC3)cc1
    -3, -1, 6, -2, -2, 7, 1, -6, 0, 4
CCOC(=O)c1c(C)[nH]c2cc(Br)c(OC)cc12
    -1, 3, -10, 4, -13, -3, -3, -13, 0, -3
CN(C)c1nc2n(c(=O)n1)C(C#N)CS2 (stereo unspecified)
    0, -3, 1, 0, 2, 0, 1, 0, 2, 2
COc1ccccc1C1=NOC(Cn2c(NCC3CCCO3)nc3c2c(=O)n(C)c(=O)n3C)C1 (stereo unspecified)
    -2, -6, 3, 3, 1, -6, 3, 2, 2, 17*
C[C@H]1[C@H](N(Cc2ccccc2)Cc2ccccc2)CC[C@@]23CCCN2C(=O)CCC[C@@H]13
    1, ., ., ., -2, -4, 0, -3, 0, 0
CCn1ccc(C(=O)N2CCN(c3ncccn3)CC2)n1
    1, -2, 0, -2, 2, -1, 1, 1, 5, -2
COc1ccc(NC(=O)CS(=O)(=O)Cc2ccccc2)c([N+](=O)[O-])c1
    3, 3, 4, 7, 3, 1, 0, 0, -4, 1
CCN(CC)c1ccc(NC(=O)CCCCCN2C(=O)c3ccccc3C2=O)cc1
    10, -8, -3, -2, 3, -2, 3, -2, 0, 11
O=C(NCCc1cccc(Cl)c1)c1ccc(OC2CCN(Cc3ccccn3)CC2)cc1
    0, -6, -3, 9, 0, -25, -2, 0, -2, 6
CC(=O)Nc1ccc(S(=O)(=O)NCCC(=O)Nc2ccc(C)cn2)cc1
    -3, 0, -4, 4, 2, -2, -6, -6, -3, 7
COc1ccccc1CNC(=O)CSc1nc(-c2ccccc2)cn1N
    8, 2, -11, 0, -1, -5, -1, -2, 4, 5
Cc1ccc2nc(SCc3nc4cc(Cl)ccc4c(=O)[nH]3)[nH]c2c1
    -6, 6, -3, -4, 4, -5, -2, -3, -2, -3
O=C(O)C1=C[C@@H](c2ccccc2)C[C@@H](OCCCCO)O1
    0, 4, -4, 4, 3, 2, -2, 4, 2, 0
N=c1c2c3c(sc2ncn1Nc1ccccc1)CCC3
    0, 9, ., 3, 1, 15, -3, -6, -9, 7
CC1CC(C)CN(C(=O)COC(=O)c2cccc(S(=O)(=O)N(C)c3ccccc3)c2)C1 (stereo unspecified)
    4, -4, -9, 2, 2, -19, 5, -2, 0, -4
CCN1CCN(CC(=O)Nc2cccc(C)c2C)C(=O)C1=O
    0, 0, 2, -1, 3, 4, 1, 7, -2, 1
COc1ccc2c(c1)C(=O)O[C@@H](c1ccccc1)C[C@@H](O)C(=O)CC2
    -3, 0, ., 1, -5, -1, -3, -4, 2, 2
COC(=O)NCCc1cc(OC)c(OC)cc1S(=O)(=O)N1CC(=O)Nc2ccccc21
    -5, -2, 3, 2, -1, -1, -1, 0, 0, 1
COc1ccc(S(=O)(=O)N2CCC3(CC2)OCCN3S(=O)(=O)c2ccccc2)cc1OC
    0, 3, 3, 1, 4, 3, 3, 0, 0, 0
CCn1c(CSc2nc3ccccc3[nH]2)nc2cc(C(=O)O)ccc21
    2, -1, 26, 34*, -1, 19, 1, 3, 2, 14
Cc1ccc(C(=O)NNC(=O)c2ccc(SCC3CCCO3)c([N+](=O)[O-])c2)cc1 (stereo unspecified)
    -2, 8, -2, 4, 0, -9, 0, 4, -4, 0
O=C(C(=O)N1CCN(C(=O)OCc2ccccc2)CC1)c1cccs1
    0, 2, ., -8, 1, -2, -3, -2, 1, 0
Cn1c(=O)c2c(nc(NCCc3ccccc3)n2Cc2ccc(F)cc2)n(C)c1=O
    7, -1, -3, -2, 22, 4, 4, 14, 2, 3
O=C(N/N=C1\CCCc2ccccc21)c1cccc([N+](=O)[O-])c1
    -6, -1, 7, -2, 5, -1, 2, -3, 0, 5
Cc1nnc(NC(=O)C(C)Sc2nnc(-c3ccco3)n2C(C)C)s1 (stereo unspecified)
    1, -2, 8, 4, 0, -5, -5, 4, 2, 3
O=C(Oc1ccnc2cc(Cl)ccc12)N1CCCCCC1
    -2, 1, -4, 0, 13, -10, 1, -8, -1, -3
Cc1cccc(N2CCN(C(=S)c3ccc([N+](=O)[O-])cc3)CC2)c1
    7, 4, 2, -2, 3, 5, 0, 3, 2, 6
COC(=O)c1ccc(NC(=S)N2CCN(C)CC2)cc1
    0, -3, 3, -1, ., 3, 3, ., 0, -1
Cc1ccc(C)c2[nH]c(=O)c(CCNC(=O)Cc3cccs3)cc12
    0, 2, -5, 4, 0, 4, 1, -1, 0, 6
COc1ccc2[nH]c3c(=O)n(Cc4ccc(C(=O)N5CCC(C(N)=O)CC5)cc4)c(=S)[nH]c3c2c1
    -3, 13, -2, 11, 4, 11, -4, -3, -2, 5
Cc1ccc(-c2csc(NC(=O)CCNC(=O)c3ccco3)n2)cc1
    1, -2, -6, -5, 26, -3, 6, 1, 0, -9
COc1ccc([C@H]2CC(=O)C=C(c3ccc(C)cc3)C2)cc1
    1, -3, -45, -4, 1, 8, 4, -5, 0, -5
CCC(=O)NC(=S)Nc1ccc(NC(=O)c2ccccc2[N+](=O)[O-])cc1
    -1, 7, -5, 3, -3, 0, 2, 8, 3, -7

Following part
Results follow in this order: PRMT1 inh, rCAG binder, HTRA1 inhibitor, TCR-CD3 inh, NPR1 activator, mABHD4 FP, MBD2 DNA inh, NPR2 activator, UHRF1 MBD2 ctr, SIAE primary
COc1cc(S(=O)(=O)Nc2ccccc2)ccc1NC=O
    -2, 0, 10, 3, 1, -4, -7, -2, -6, 3
CCOC(=O)N1CCN(C(=O)C2CCCN(c3ncnc4c3nc3n4CCCCC3)C2)CC1 (stereo unspecified)
    2, -3, -1, -2, -3, 5, -1, -6, 4, 2
O=C(CNC(=O)c1ccc2c(c1)OCO2)Nc1cccc(Br)c1
    1, 4, 1, 3, -1, 2, -7, -9, 0, 4
CCOC(=O)c1cccc(N2C(=O)Nc3ccccc3N2O)c1
    -3, -2, 1, 3, -3, 2, 3, 4, 23*, 8
CS(=O)(=O)c1ncc(Cl)c(C(=O)Nc2ccc3ccccc3c2)n1
    50*, 4, -26, -4, 18, -5, 2, 1, 1, 6
COc1cc(NC(=O)C2(C)CCCN(C(C)C)C2)cc(OC)c1OC (stereo unspecified)
    1, -2, ., -2, 2, 1, 5, 6, 0, 0
CCc1nnc(NC(=O)C2CCN(c3nccc(C)n3)CC2)s1
    2, -3, 7, 7, 4, -2, -8, 5, -3, 3
O=C(COC(=O)/C=C/c1ccccc1[N+](=O)[O-])NCc1ccco1
    -1, 2, 1, -15, 1, -3, 3, -6, 6, 2
Nc1nonc1-n1nnc(C(=O)N/N=C/c2ccc(OCc3ccccc3)cc2)c1CN1CCCCC1
    4, 7, -8, 2, 2, -10, 2, 5, 2, -2
Cc1cccc(C(=O)NCC(=O)OCC(=O)N2CCN(S(=O)(=O)c3ccc(C)cc3C)CC2)c1
    -9, -1, -10, 2, 1, 3, 3, -4, 1, -11
Cc1ccc(-c2noc(/C=C/c3ccccc3)n2)cc1
    -1, 2, -10, 0, 9, -2, -5, 4, -1, -5
CCN(C(=O)CN1CCN(c2ccccc2OC)CC1)c1c(N)n(Cc2ccccc2)c(=O)[nH]c1=O
    -2, 1, 5, 4, 0, 3, -7, 7, -1, -1
COC(=O)C1=C(C(=O)OC)[C@@]2([C@@H](Cc3ccc(C)cc3)Nc3ccccc3)C=C[C@@H]1O2
    12, ., ., ., -30, -1, 0, -30, 0, 9
COCc1ccc(-c2c(-c3ccsc3)sc3ccccc23)cc1
    3, 7, -15, -9, -5, -7, 5, 0, 1, -6
Cc1ccc(S(=O)(=O)N2CCN(C(=O)CN3C(=O)NC4(CCOc5ccccc54)C3=O)CC2)cc1 (stereo unspecified)
    0, -1, 1, 0, -3, 6, -2, 4, -1, 0
CCN1CCC(O)(/C=C/c2ccc(C)cc2)C(C(=O)/C=C/c2ccc(C)cc2)C1 (stereo unspecified)
    20, 1, 4, -3, -22, 10, -3, -17, 0, -2
O=C(c1ccc2c(=O)n(Cc3ccc(Cl)cc3)c(=S)[nH]c2c1)N1CCOCC1
    0, 1, -15, -4, 2, 1, 2, -1, 1, -3
CCOC(=O)C1CCN(C(=O)c2cc(S(=O)(=O)N3CCc4ccccc43)ccc2OC)CC1
    0, -7, -2, 9, -1, -1, -1, 2, -2, -3
COc1ccccc1Nc1nc(NCCO)nc(N)c1[N+](=O)[O-]
    -4, 7, ., 1, 5, 4, -2, -2, -3, -3
O=C(Cn1c(=O)oc2ccccc21)Nc1nc(-c2ccccc2)cs1
    -3, 8, -5, 4, 14, 0, 3, -1, 1, -1
O=c1[nH]c(CSc2ccccc2)nc2c1oc1ccccc12
    -2, 2, -4, 6, 0, -15, -2, -3, -1, -7
O=C(NC1CCCCC1)C(c1cccc2ccccc12)n1c(=O)c(-c2ccco2)nc2ccccc21 (stereo unspecified)
    29*, 35*, ., -4, -15, -1, 1, -5, -7, -8
CN(CC(=O)Nc1ccc(N2CCOCC2)cc1)CC(=O)Nc1ccc(C(F)(F)F)cc1
    -1, -6, 1, 0, 0, -5, 1, -6, 1, -3
Cc1oc(-c2cccc(Cl)c2)nc1CS(=O)(=O)CC(=O)NCCN1CCCC1
    8, 8, -7, 21*, -1, 5, 10, 2, 6, -4
